BoNT-A LC inh2: blocks Botulinum neurotoxin A light chain protease; actives 0.17% (n = 360,000); AID 588499; multiplex microsphere protease substrate cleavage, flow cytometry; inhibition, % at 10 µM; further: plate controls were buffer without enzyme for full effect and enzyme alone for no effect
GDH-TPI inh: inhibits GDH-TPI coupling enzymes, artifact for Mtb FBA screen | actives 1.2% (n = 360,000) | inhibition, % at 4.8 µM | GDH-TPI coupled enzyme counterscreen, NADH absorbance | AID 588335; in the data active means inhibition above about 30%;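 further: 0% = DMSO wells and 100% = wells lacking the enzyme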
Anthrax LF inh2: anthrax lethal factor protease inhibition; inhibition, % at 10 µM; multiplex microsphere protease cleavage assay, LF; actives 0.12% (n = 360,000); further: plate controls were buffer without enzyme for full effect and enzyme alone for no effect
Target sequence (P15917 whole entry, looked up): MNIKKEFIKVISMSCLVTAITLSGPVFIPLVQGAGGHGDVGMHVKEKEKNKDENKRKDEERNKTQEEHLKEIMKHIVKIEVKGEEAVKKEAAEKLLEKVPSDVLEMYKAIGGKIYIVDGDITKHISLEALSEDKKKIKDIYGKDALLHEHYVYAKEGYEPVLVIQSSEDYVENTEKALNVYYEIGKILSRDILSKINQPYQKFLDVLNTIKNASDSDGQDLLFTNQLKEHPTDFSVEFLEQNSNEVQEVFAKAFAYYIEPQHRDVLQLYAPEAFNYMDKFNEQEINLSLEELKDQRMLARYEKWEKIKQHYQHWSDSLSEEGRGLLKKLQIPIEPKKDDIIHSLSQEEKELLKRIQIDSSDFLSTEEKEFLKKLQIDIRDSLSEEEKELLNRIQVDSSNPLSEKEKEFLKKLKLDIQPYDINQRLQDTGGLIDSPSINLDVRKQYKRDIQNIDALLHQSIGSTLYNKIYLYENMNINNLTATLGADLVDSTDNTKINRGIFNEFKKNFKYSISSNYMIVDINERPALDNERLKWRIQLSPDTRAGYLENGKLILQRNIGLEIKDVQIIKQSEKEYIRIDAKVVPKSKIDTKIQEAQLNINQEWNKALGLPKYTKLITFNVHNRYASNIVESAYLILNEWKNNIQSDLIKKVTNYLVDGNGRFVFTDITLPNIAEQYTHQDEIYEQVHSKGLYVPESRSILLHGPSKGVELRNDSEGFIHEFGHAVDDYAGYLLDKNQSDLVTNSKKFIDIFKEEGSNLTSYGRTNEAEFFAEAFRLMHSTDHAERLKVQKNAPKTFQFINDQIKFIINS
Mtb BioA inh: BioA (M. tuberculosis) enzyme inhibition; purified M. tuberculosis BioA enzyme, plate reader; inhibition, % at 9.99 µM; actives 0.096% (n = 360,000); AID 602481; in the data active means inhibition above about 40%; inconclusive means no clear call, values can overlap the other calls
Mtb UGM inh: Mtb UDP-galactopyranose mutase inhibition | purified UGM, fluorescence polarization probe displacement | inhibition, % at 10 µM | actives 0.06% (n = 320,000); in the data active means inhibition above about 10%, passing the limit was not always enough; inconclusive means no clear call, values can overlap the other calls
FBA Mtb inh: inhibitors of M. tuberculosis fructose-bisphosphate aldolase. P9WQA3. purified M. tuberculosis FBA, fluorescence read-out. inhibition, % at 1 µM. actives 2.3% (n = 360,000). AID 588726; in the data active means inhibition above about 27%;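 further: 0% = vehicle and 100% = reference inhibitor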
FadD28 FP inh: inhibitors of Mycobacterium tuberculosis FadD28 bisubstrate binding. FadD28 bisubstrate probe binding, fluorescence polarization. inhibition, % at 12.5 µM. actives 0.22% (n = 360,000). AID 588549; in the data active means inhibition above about 8.5%, passing the limit was not always enough; inconclusive means no clear call, values can overlap the other calls
PfHsp40 rescue: compounds rescuing yeast from Plasmodium falciparum HSP40 toxicity; AID 504582; actives 0.68% (n = 340,000); S. cerevisiae expressing PfHsp40, growth rescue, ATP luminescence; growth rescue, % at 12.5 µM; in the data active means growth rescue above about 28%, passing the limit was not always enough; inconclusive means no clear call, values can overlap the other calls;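 further: yeast W303a lacking pdr1 and pdr3 grown in galactose medium; growth measured after three days at 30 °C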
BoNT-F LC inh: blocks Botulinum neurotoxin F light chain protease; Multiplex microsphere protease cleavage assay, flow cytometry; inhibition, % at 10 µM; actives 0.22% (n = 360,000); AID 588497; in the data active means inhibition above about 35%, passing the limit was not always enough; inconclusive means no clear call, values can overlap the other calls; further: plate controls were buffer without enzyme for full effect and enzyme alone for no effect
* hit, by the source's call; ? = inconclusive; . = not tested or not shown; & = joins results of further samples; ! = not active in a repeat. Unless noted, no stated cut-off is given here; in the data, active means inhibition above about 30%; inconclusive means no clear call, values can overlap the other calls; inactive means below that. Not a hit list, and some 4.7% of all compounds hit somewhere here.

SMILES | BoNT-A LC inh2 | GDH-TPI inh | Anthrax LF inh2 | Mtb BioA inh | Mtb UGM inh | FBA Mtb inh | FadD28 FP inh | PfHsp40 rescue | BoNT-F LC inh
CC(C)(CNS(=O)(=O)c1ccc2ccccc2c1)N1CCOCC1 | -0.4 | 2.9 | -1.4 | -0.8 | 1.6 | 5.9 | 0.6 | 0.1 | -4.5
CCOC(=O)CNC(=O)CN1C(=O)CC(c2ccco2)Sc2ccccc21 (stereo unspecified) | -4.1 | 2.0 | 0.8 | 0.3 | 0.4 | 1.8 | -5.0 | -0.4 | 7.2
CCn1cc(C(=O)NCc2ccc(OC)cc2)c(=O)c2ccc(C)nc21 | -1.4 | 1.1 | -1.0 | -2.1 | 1.1 | -0.3 | -1.0 | 2.2 | ?
c1csc(-c2nc(NCC3CCCO3)c3ccccc3n2)c1 (stereo unspecified) | -2.0 | 7.5 | 0.1 | 0.6 | 1.1 | 1.7 | -0.1 | 0.6 | 0.7
C[C@@H]1CN([C@H](C)CO)S(=O)(=O)c2ccc(C#CC3CCCCC3)cc2O[C@H]1CN(C)C(=O)Cc1ccncc1 | 0.9 | -2.1 | -4.7 | 1.2&1.8&2.4 | . | -2.2 | -2.1 | . | -4.6
COc1cc(C2/C(=C(\O)c3ccc4c(c3)OCCO4)C(=O)C(=O)N2c2nnc(C)s2)cc(OC)c1OC (stereo unspecified) | 0.1 | 21.0 | -1.7 | -3.6 | 1.5 | 0.6 | -1.2 | 2.1 | 2.7
CN1Cc2cnnn2-c2ccccc2C1c1ccccc1 (stereo unspecified) | -0.1 | 6.2 | 1.8 | -0.6 | . | 4.7 | -1.5 | -2.0 | -7.4
O=C(CC1SC(=O)N(c2ccccc2)C1=O)Nc1ccc(Cl)cc1 (stereo unspecified) | ? | -10.2 | -18.5 | . | -3.4 | -2.0 | -3.0 | 0.5 | ?
Cc1cccc(C)c1OCC(N)C(C)C (stereo unspecified) | -0.8 | -5.3 | -4.1 | -0.6 | . | 0.0 | -0.5 | -1.6 | -10.6
C=CCn1c(=NC(=O)C2CC2)sc2cc(NC(C)=O)ccc21 | -0.5 | 24.4 | -3.5 | -1.8 | -0.9 | 18.6 | -1.6 | -2.3 | -8.1
CCc1ccc(C(C)NC(=O)Cn2cnc3c(=O)n(C)c(=O)n(C)c32)cc1 (stereo unspecified) | 0.5 | 10.7 | -0.8 | -2.3 | -0.8 | 0.9 | -1.3 | 0.6 | 0.4
CC1CCN(S(=O)(=O)c2ccc3ccccc3c2)CC1 | -0.2 | 8.9 | 5.8 | 2.0 | -0.2 | 1.3 | -3.6 | 4.5 | -23.8
Cc1cccc(/C=N/n2c(COc3ccccc3)n[nH]c2=S)c1 | 4.3 | 6.7 | -12.4 | -0.3 | -0.8 | -0.3 | -1.6 | -0.7 | 4.7
COC(=O)c1c(C(=O)OC)c(-c2ccccc2)n2c1CCC2 | -1.0 | 2.6 | -0.3 | -1.8 | -2.6 | 3.8 | -1.5 | 1.5 | -11.3
CCOC(=O)C1CCCN(CCC(=O)Nc2cccc(C)c2)C1 (stereo unspecified) | -0.7 | -1.9 | 0.0 | . | -1.4 | 1.0 | -2.4 | 0.0 | -6.9
Oc1ccc(Cl)cc1CNCc1ccc(Cl)nc1 | -0.6 | 7.8 | 3.1 | 1.7 | -1.9 | 2.2 | 0.2 | -0.9 | -7.1
Cc1ccc(S(=O)(=O)N2C(=O)c3cccc4cccc2c34)cc1 | 0.0 | 8.6 | 0.2 | 3.8 | 0.3 | 3.8 | -1.8 | -1.6 | -0.3
Cc1ccc(C(O)(C(=O)NNc2ccc3ccccc3n2)c2ccc(C)cc2)cc1 | -0.2&0.7 | 10.2&11.0 | 0.1&-0.1 | -0.6 | 0.0&-1.6 | -1.5&7.4 | -2.6&-4.6 | 74.6*! | 0.5&1.3
CC(C)CCN1CCN=C1N(C)C | 0.1 | -6.9 | -4.8 | -3.0 | 2.0 | 4.0 | 0.4 | 0.4 | -5.9
COc1ccc2c(c1)C(=NO)c1cc(OC)ccc1-2 | -0.3 | 4.4 | 0.8 | -5.7 | 4.9 | 1.2 | -1.0 | -0.2 | -2.5
O=C(O)CC(c1ccc(Cl)cc1)N1C(=O)CCC1=O (stereo unspecified) | 0.5 | 8.2 | -6.9 | -2.6 | -2.7 | -0.6 | -0.1 | 0.6 | -7.8
Cn1c(=O)c2c(SCc3cccnc3)nc(CC(C)(C)C)nc2n(C)c1=O | 0.0 | 11.0 | -3.4 | 2.0 | 0.8 | -1.4 | -5.3 | -0.2 | 0.7
Cc1ccc(S(=O)(=O)N(CC(=O)NC2CC2)c2ccc(C)c(Cl)c2)cc1 | -1.5 | -3.1 | -3.2 | 0.4 | 1.8 | 0.2 | -2.7 | 1.0 | -4.4
Cc1ccccc1CN(C)C1CCN(C)CC1 | -0.3 | 10.3 | 0.8 | -2.3 | 0.1 | 1.5 | 0.8 | -1.7 | 10.0
O=C(NNc1nc(-c2ccccc2)cs1)c1ccc(F)cc1 | -0.2 | 4.4 | -4.7 | 0.7 | . | -0.7 | -0.3 | 0.0 | -1.3

Among those listed so far, these have a Cl atom.
SMILES | BoNT-A LC inh2 | GDH-TPI inh | Anthrax LF inh2 | Mtb BioA inh | Mtb UGM inh | FBA Mtb inh | FadD28 FP inh | PfHsp40 rescue | BoNT-F LC inh
O=C(CC1SC(=O)N(c2ccccc2)C1=O)Nc1ccc(Cl)cc1 (stereo unspecified) | ? | -10.2 | -18.5 | . | -3.4 | -2.0 | -3.0 | 0.5 | ?
Oc1ccc(Cl)cc1CNCc1ccc(Cl)nc1 | -0.6 | 7.8 | 3.1 | 1.7 | -1.9 | 2.2 | 0.2 | -0.9 | -7.1
O=C(O)CC(c1ccc(Cl)cc1)N1C(=O)CCC1=O (stereo unspecified) | 0.5 | 8.2 | -6.9 | -2.6 | -2.7 | -0.6 | -0.1 | 0.6 | -7.8
Cc1ccc(S(=O)(=O)N(CC(=O)NC2CC2)c2ccc(C)c(Cl)c2)cc1 | -1.5 | -3.1 | -3.2 | 0.4 | 1.8 | 0.2 | -2.7 | 1.0 | -4.4

Additional entries.
SMILES | BoNT-A LC inh2 | GDH-TPI inh | Anthrax LF inh2 | Mtb BioA inh | Mtb UGM inh | FBA Mtb inh | FadD28 FP inh | PfHsp40 rescue | BoNT-F LC inh
Cc1nn(C)c(=O)n1N(C)c1ncc(C(F)(F)F)cc1Cl | 0.3 | -3.7 | 5.1 | . | 2.8 | -1.3 | -3.6 | 0.2 | -1.5
NS(=O)(=O)c1ccc(CCNc2ncnc3sccc23)cc1 | 0.3 | -5.0 | -0.4 | 23.9 | -1.1 | -2.8 | -4.6 | -1.4 | -2.9
Oc1ccc(CC2(N3CCCC3)CCCCC2)cc1 | -3.9 | 3.5 | 10.0 | -1.2 | 0.1 | 1.0 | 0.5 | -1.4 | -3.2
O=C(CSc1ccc2nnc(-c3ccncc3)n2n1)Nc1ccc2c(c1)OCCO2 | 0.0 | 9.0 | -1.3 | 1.7 | 3.7 | 3.0 | 1.6 | -0.1 | -0.9
CC(NC(=O)NC12CC3CC(CC(C3)C1)C2)c1ccc2c(c1)OCO2 (stereo unspecified) | -1.6 | -1.3 | 2.7 | . | -2.1 | -0.1 | 0.9 | -0.8 | -6.1
CCOC(=O)c1cc(C(=O)Nc2cccc(C)c2)nn1C | -0.5 | -0.6 | 3.1 | 0.3 | -10.6 | 0.3 | -1.1 | -0.7 | 9.0
Cc1sc2ncnc(SC(C)C#N)c2c1C (stereo unspecified) | -0.2 | -2.9 | 1.4 | . | 2.9 | -4.3 | -3.4 | -0.6 | -0.6
O=C(CN1CCCC1)Nc1ccc(F)cc1 | -1.4 | -1.3 | -12.2 | . | -0.3 | -2.4 | -4.1 | 0.9 | -2.4
CCCCCCC(=O)N(O)C1CC(=O)N(c2ccc(Br)cc2)C1=O (stereo unspecified) | 1.2 | 9.1 | 11.6 | -4.4 | -3.0 | -0.2 | -0.8 | 1.4 | 4.4
OC1(c2ccc(Cl)cc2)CCN(Cc2cn[nH]c2-c2ccccc2)CC1 | . | -3.5 | . | 0.6 | -2.9 | -2.3 | -2.8 | 0.0 | .
CC(=O)N1CCC(N(CCCOC(C)C)C(=O)Nc2ccc(C)c(C)c2)CC1 | -0.2 | 6.0 | -2.3 | . | 1.3 | 1.1 | -1.5 | -1.3 | 0.1
CCCOC(=O)C1C2C=CC(C3CC23)C1C(=O)OCC(=O)c1ccccc1 (stereo unspecified) | 0.7 | -2.7 | -5.8 | 1.8 | -1.6 | 3.9 | 1.9 | -0.8 | -3.6
CCOc1ccccc1NC(=O)c1ccc(F)c(S(=O)(=O)N2CCC3(CC2)OCCO3)c1 | ? | 17.3 | 0.4 | -0.4 | 2.3 | 0.1 | 1.1 | -0.7 | -6.2
Cn1c(C23CC4CC(CC(C4)C2)C3)n[nH]c1=S | -1.5 | 5.4 | -1.2 | . | -1.1 | -0.5 | 0.3 | 0.6 | -8.0
CCOc1cc(S(=O)(=O)NC2CCCC2)ccc1Cl | -0.1 | 5.9 | 1.4 | 1.4 | -0.9 | -0.4 | -2.4 | 0.1 | -4.2
COC(=O)C1(C)NC(c2cccc(C)c2)C2C(=O)N(c3ccc(F)cc3)C(=O)C21 (stereo unspecified) | -5.5 | 6.9 | 28.2 | -3.4 | 0.5 | 4.7 | 0.6 | 1.2 | -11.3
CC(=O)Nc1ccc(Sc2ncccc2C(=O)Nc2ccc(OC(F)(F)F)cc2)cn1 | -1.1 | 1.5 | -1.3 | . | 2.1 | -1.1 | 0.6 | -0.4 | -8.7
COCCNC(=O)C(C)OC(=O)c1cc2occc2n1C (stereo unspecified) | 0.9 | 15.8 | 4.5 | . | 2.2 | -1.5 | 0.0 | -0.2 | -7.2
[O-][n+]1cccc2c(Br)cc(Br)c(O)c21 | -2.5 | 11.9 | -0.5 | 10.2 | 2.3 | 2.2 | -0.8 | 310.1* | -15.2
O=C(O)COc1ccc2c(c1)O/C(=C\c1ccco1)C2=O | -2.3 | 20.2 | -4.5 | -3.5 | -0.5 | 1.4 | 3.1 | 0.4 | -46.3
CN(Cc1ccccc1)S(=O)(=O)c1ccc(Cl)c(C(=O)NCCCN2CCOCC2)c1 | -0.4 | -10.5 | 5.2 | 0.2 | 3.0 | 0.8 | -5.2 | 1.4 | 4.8
COc1cc2ccccc2cc1C(=O)Nc1ccc(N2CCN(C(=O)C(C)C)CC2)cc1 | -0.6 | 10.1 | -2.0 | -0.5 | -1.0 | -0.7 | -2.0 | 0.1 | 2.6
Cc1cnc(C(=O)OCC(=O)NC2CCCCCC2)cn1 | 1.1 | 6.3 | -1.2 | . | -2.6 | 1.0 | -1.5 | -1.6 | -3.1
Cc1ccc(NC(=O)C(=O)C2C(=O)Nc3ccccc32)cc1 (stereo unspecified) | -0.4 | 3.8 | -0.9 | -0.8 | -3.0 | -3.6 | -1.5 | 0.3 | -2.6
C[C@@H]1CN([C@H](C)CO)C(=O)Cc2cc(NC(=O)Nc3ccccc3)ccc2O[C@@H]1CN(C)C(=O)Nc1ccc2c(c1)OCO2 | -0.5 | 12.9 | -6.1 | -2.4 | 2.4 | 0.9 | -1.8 | 0.6 | -2.3
Cc1c(Cl)cccc1NC(=S)C(=C([O-])c1ccc(Cl)s1)[n+]1ccccc1 | 2.5 | 12.3 | -10.3 | . | . | -3.1 | -1.0 | -0.4 | -17.4
S=C(NCc1cccnc1)Nc1ccc2c(c1)OCO2 | 3.0 | -0.3 | -1.0 | -0.6 | -1.4 | -0.5 | -3.8 | -0.9 | 4.8
CC(C)OC(=O)CN1C(=O)C(=O)c2ccccc21 | 2.4 | 7.7 | 0.4 | -2.0 | -0.2 | -1.5 | -1.1 | -0.1 | 1.4
CC(C)c1csc(CN2CCC(C(=O)Nc3cccc(-c4ccco4)c3)CC2)n1 | -0.3 | -4.0 | 4.6 | . | . | -2.6 | -5.2 | . | -0.5
Cc1ccc(NC(=O)CC2COc3ccccc3O2)cc1 (stereo unspecified) | 0.2 | -3.5 | 0.3 | 0.0 | 1.9 | -0.1 | -3.3 | 1.8 | -6.7

Screens as filed in PubChem BioAssay.
